# CR mimetic SO: yeast age-related superoxide inhibition as caloric restriction mimetic; S. cerevisiae aged cells, superoxide DHE fluorescence; stronger effect = lower value; superoxide response (% of plate mean), % at 10 µM; 330,000 tested, 0.18% active;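 active means superoxide response under a set limit, about three screen SD below normal, cut at about 65% in these data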;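 further: yeast aged for seven days with compound at 30 °C before DHE staining; 100% = average MFI of all compound-treated wells on the plate with controls excluded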
# CIT2-GFP yeast: yeast TOR pathway CIT2-GFP modulation; 320,000 tested, 0.065% active; S. cerevisiae CIT2-GFP strain, flow cytometry, 3 h; 100 means same as DMSO wells; GFP response vs DMSO, % at 10 µM;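 active means GFP response relative to DMSO above a set limit, near the screen mean plus 3 SD, cut at about 150% in these data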;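 further: ratio of well median GFP fluorescence to mean of DMSO wells on the plate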
# VLA-4 inh: inhibition in a human VLA-4 binding assay; inhibition, % (about 7 µM as worked out from the volumes in the protocol); VLA-4 expressing cells, ligand binding flow cytometry; AID 2557; P13612; 330,000 tested, 0.2% active; in the data active means inhibition above about 50%
# MEX-5 binding: C. elegans MEX-5 TCR-2 RNA binding activity. MEX-5/FITC-TCR2 RNA binding, fluorescence polarization; stronger effect = lower value. activity score (negative = inhibition of binding), % at 10 µM. 300,000 tested, 0.38% active. AID 1832;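 active means inhibition past about -25% in most replicates, and total fluorescence under double the plate's negative control median, limit read from the data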;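 further: 0% = DMSO and -100% = 5 µM competing unlabeled TCR2 RNA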
# GRK2 aptamer HTS: blocks RNA aptamer binding to human GRK2; P25098; bead flow cytometry, FAM-aptamer displacement from GRK2; inhibition of aptamer binding, % at 10 µM; 330,000 tested, 0.59% active; AID 488847;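 active means inhibition of aptamer binding above 40%, roughly 3 SD of noise, on plates passing a quality check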;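 further: median bead fluorescence of bound FAM aptamer so fluorescent compounds give negative values; no value below 0 was filed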
# Target sequence (P25098 whole entry, looked up): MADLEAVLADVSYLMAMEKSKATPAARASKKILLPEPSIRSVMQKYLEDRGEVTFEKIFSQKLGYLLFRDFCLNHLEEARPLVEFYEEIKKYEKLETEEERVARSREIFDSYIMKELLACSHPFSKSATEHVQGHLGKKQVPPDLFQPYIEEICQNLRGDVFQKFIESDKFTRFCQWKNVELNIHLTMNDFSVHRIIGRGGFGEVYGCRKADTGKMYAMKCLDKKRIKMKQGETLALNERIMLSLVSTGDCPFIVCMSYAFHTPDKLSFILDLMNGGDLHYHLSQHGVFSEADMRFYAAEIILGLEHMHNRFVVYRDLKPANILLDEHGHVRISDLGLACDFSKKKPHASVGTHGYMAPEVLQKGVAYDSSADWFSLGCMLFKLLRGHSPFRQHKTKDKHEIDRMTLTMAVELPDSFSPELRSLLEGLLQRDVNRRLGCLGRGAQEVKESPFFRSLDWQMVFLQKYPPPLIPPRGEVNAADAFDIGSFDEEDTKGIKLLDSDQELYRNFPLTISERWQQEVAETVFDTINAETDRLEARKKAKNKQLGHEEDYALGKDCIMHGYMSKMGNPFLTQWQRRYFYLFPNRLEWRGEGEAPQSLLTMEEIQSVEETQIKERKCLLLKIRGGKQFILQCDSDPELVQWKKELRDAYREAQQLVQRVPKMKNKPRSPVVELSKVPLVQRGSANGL
# BCLXL inh: inhibitors of human Bcl-xL. GST-Bcl-xL / FITC-Bim BH3 peptide fluorescence polarization. inhibition, % at 10.9 µM. 320,000 tested, 0.7% active. Q07817;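 active means inhibition above the mean of all tested compounds plus 3 SD, cutoff set per campaign, cut at about 30% in these data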;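 further: 0% = DMSO wells and 100% = unlabeled Bim-BH3 peptide competitor; inhibitors lower millipolarization by displacing the labeled peptide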
# AGP1 TOR yeast: alters AGP1-GFP fluorescence in TOR pathway yeast screen; 320,000 tested, 0.02% active; S. cerevisiae AGP1-GFP multiplex flow cytometry, 3 h; GFP as percent of DMSO wells; AID 2066; GFP response vs DMSO, % at 10 µM;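 active means GFP response relative to DMSO above a set limit, near screen average plus 3 SD, cut at about 150% in these data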;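 further: median GFP channel fluorescence of the gated AGP1 strain per well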
# MCL1-BIM inh: inhibitors of human MCL1 binding to BIM-BH3 peptide. Q07820. 320,000 tested, 0.68% active. GST-MCL1 / FITC-Bim-BH3 fluorescence polarization. inhibition, % at 10.9 µM;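 active means inhibition above the mean inhibition of all tested compounds plus 3 SD, set per campaign, cut at about 40% in these data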;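 further: 0% = DMSO wells and 100% = unlabeled Bim-BH3 peptide control; higher means more loss of mP so more displacement of Bim peptide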
# Target sequence (Q07820 whole entry, looked up): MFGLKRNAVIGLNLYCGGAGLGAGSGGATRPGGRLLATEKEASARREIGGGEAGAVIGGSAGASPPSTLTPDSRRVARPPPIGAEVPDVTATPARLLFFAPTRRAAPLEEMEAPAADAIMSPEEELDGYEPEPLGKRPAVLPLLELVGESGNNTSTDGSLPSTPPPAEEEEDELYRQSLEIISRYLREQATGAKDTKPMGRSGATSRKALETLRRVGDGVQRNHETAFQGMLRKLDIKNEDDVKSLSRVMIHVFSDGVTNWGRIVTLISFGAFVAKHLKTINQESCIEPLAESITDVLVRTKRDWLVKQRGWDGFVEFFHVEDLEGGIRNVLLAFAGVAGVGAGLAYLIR
# GLD-1 RNA inh: GLD-1-TGE RNA interaction inhibition (C. elegans). inhibition, % at 5.96 µM. AID 2280. purified GLD-1 + fluorescein TGE RNA, fluorescence polarization. 320,000 tested, 0.44% active;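 active means percent inhibition above a per-plate cutoff, the plate mean of test compounds plus 3 SD, cut at about 30% in these data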;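 further: 0% = DMSO wells with GLD-1 and probe and 100% = wells lacking GLD-1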
# Starred values were filed as active, the others as inactive; i = inactive; nt = no result given.
SMILES,CR mimetic SO,CIT2-GFP yeast,VLA-4 inh,MEX-5 binding,GRK2 aptamer HTS,BCLXL inh,AGP1 TOR yeast,MCL1-BIM inh,GLD-1 RNA inh
CCN(CC)C(=O)CSc1nnc(-c2cc(-c3ccc(Cl)cc3)nc3ccccc23)o1,81,105,1,-0.4,0,-2,105,-22,-2
O=Cc1ccc(-n2cncn2)cc1,110,99,-13,-1.5,8,-13,101,-16,0
CC1(C)C(=O)Nc2ccccc2N1C(=O)COC(=O)c1cc(Cl)cc(Cl)c1,104,92,2,nt,3,nt,98,nt,2
Cc1ccc(NC(=O)CSc2nnc(Cc3cccn3C)n2-c2ccc(F)cc2)c(C)c1,95,102,-10,-3.4,2,-1,103,-7,-2
COc1c(CC=C(C)C)cc(C2CC(=O)c3c(O)cc(O)cc3O2)c(CC=C(C)C)c1O (centres undefined),93,97,37,-1.5,0,4,100,2,8
Cc1c(OCC(=O)N[C@@H](Cc2ccccc2)C(=O)O)ccc2c1oc(=O)c1ccccc12,105,102,-10,2.8,0,3,104,0,5
O=C(O)CCSCC(=O)c1ccc2c(c1)OCCO2,100,103,-1,0.3,0,7,100,-3,1
COc1cc(COCC(O)CN2CCN(Cc3ccccc3)CC2)cc(OC)c1OC (centres undefined),111,107,10,1.4,0,2,92,0,-1
CS(=O)(=O)N(CC(=O)NCc1ccccc1Cl)C1CCCCC1,93,95,11,-1.1,2,3,97,4,8
Cc1sc2ncnc(Sc3nnc4sc5ccccc5n34)c2c1C,91,105,13,1.1,2,7,100,2,-5
CCc1ccc(NC(=O)CSc2nnc(-c3ccccn3)n2C)cc1,65*,94,-6,0.4,0,-2,89,-7,3
Oc1ccccc1-c1ccn[nH]1,88,92,6,nt,2,nt,94,nt,3
COc1ccc(/C=C/C(=O)NCCCN2CCCCCC2)cc1,102,99,12,-1.6,0,-2,92,-7,5
COc1cccc(/C=N/NC(=O)c2cccc([N+](=O)[O-])c2)c1OS(=O)(=O)c1ccccc1,90,95,8,-0.2,1,8,101,2,7
CC(C)c1ccccc1NC(=O)COC(=O)CNC(=O)c1ccc(Br)cc1,97,97,13,0.5,4,5,92,7,4
O=C(CCc1ccccc1)Nc1nnc(-c2cccs2)o1,96,104,-22,0.5,5,-1,102,6,-5
Cc1nnc(NC(=O)CSc2nc3c(c(=O)n2C)SC(C)C3)s1 (centres undefined),96,97,18,-0.3,0,1,96,-7,4
O=C(c1cccc(C(F)(F)F)c1)N1CCN(C2CCCCC2)CC1,80,98,-2,-0.4,5,4,105,13,1
COc1cccc(/C=C2\Sc3ccc(C(=O)NCc4cccnc4)cc3N(C)C2=O)c1,98,106,-2,-0.1,0,1,112,5,-1
CCOc1ccc(N2C(=O)CC(N(O)c3ccccc3)C2=O)cc1 (centres undefined),100,87,5,-0.8,0,3,93,0,-1
CC(=O)SC1CC(=O)N(c2c(C)cccc2C)C1=O (centres undefined),99,102,-6,-0.8,2,3,103,6,0
O=C(CC1NCCc2ccccc21)Nc1ccccc1Cl (centres undefined),100,nt,3,1.9,0,4,86,-1,7
CCOC(=O)C1(Cc2ccccc2)CCN(Cc2cccn2-c2cccnc2)CC1,110,100,13,-0.4,1,3,108,-2,5
CC(C)[C@H](NC(=O)C1CCN(S(=O)(=O)c2ccccc2)CC1)C(=O)NCc1ccc(F)cc1,95,106,9,0.8,9,4,99,0,3
c1ccc(-n2nnnc2CN2CCOCC2)cc1,108,118,4,-1.9,0,1,103,-2,7

# Two records picked at random from the list so far, as already listed:
SMILES,CR mimetic SO,CIT2-GFP yeast,VLA-4 inh,MEX-5 binding,GRK2 aptamer HTS,BCLXL inh,AGP1 TOR yeast,MCL1-BIM inh,GLD-1 RNA inh
O=C(c1cccc(C(F)(F)F)c1)N1CCN(C2CCCCC2)CC1,80,98,-2,-0.4,5,4,105,13,1
CC(=O)SC1CC(=O)N(c2c(C)cccc2C)C1=O (centres undefined),99,102,-6,-0.8,2,3,103,6,0

# 6 entries already listed, ordered by their value in AGP1 TOR yeast, smallest number first:
SMILES,AGP1 TOR yeast
O=C(CC1NCCc2ccccc21)Nc1ccccc1Cl (centres undefined),86
COc1ccc(/C=C/C(=O)NCCCN2CCCCCC2)cc1,92
CC1(C)C(=O)Nc2ccccc2N1C(=O)COC(=O)c1cc(Cl)cc(Cl)c1,98
CC(C)[C@H](NC(=O)C1CCN(S(=O)(=O)c2ccccc2)CC1)C(=O)NCc1ccc(F)cc1,99
CCN(CC)C(=O)CSc1nnc(-c2cc(-c3ccc(Cl)cc3)nc3ccccc23)o1,105
CCOC(=O)C1(Cc2ccccc2)CCN(Cc2cccn2-c2cccnc2)CC1,108

# More compounds follow:
SMILES,CR mimetic SO,CIT2-GFP yeast,VLA-4 inh,MEX-5 binding,GRK2 aptamer HTS,BCLXL inh,AGP1 TOR yeast,MCL1-BIM inh,GLD-1 RNA inh
COc1ccccc1C(=O)N/C(=C\c1cn(S(=O)(=O)N(C)C)c2ccccc12)C(=O)NCCN1CCOCC1,85,101,-5,-0.1,0,-4,108,-1,7
O=C(O)CCNC(=S)Nc1cccc(F)c1,100,105,1,-2.5,0,-2,104,11,-1
CCCn1cc(CN2CCC(n3nccc3NC(=O)CCOc3ccccc3)CC2)c(C)n1,101,101,8,-0.3,0,4,99,3,3
COC1CCCN(C(=O)c2ccc(OC3CCN(CCc4ccccc4)CC3)cc2)C1 (centres undefined),103,112,-2,nt,0,5,110,11,3
CCc1ccc(C2C(C#N)=C(N)SC(N)=C2C#N)cc1,98,92,-11,-1.1,0,-60,92,-122,-94
O=C(Cc1cccs1)NCc1cccc(C(F)(F)F)c1,102,90,1,0.2,3,-6,90,0,-9
COc1ccc(CCNC(=O)C(NC(=O)OCc2ccccc2)C(C)C)cc1OC (centres undefined),113,109,3,-4.4,0,6,79,6,1
COc1ccc(OCCSc2nnc(CC(=O)Nc3cccc(Cl)c3Cl)n2C)cc1,143,94,-2,1.6,0,-14,95,-25,-3
COCCNC(C(=O)Nc1cc(Cl)cc(Cl)c1)c1ccccc1 (centres undefined),92,96,1,1.0,0,-1,97,-8,2
CC(C)(C)CN1CCC(n2nccc2NC(=O)c2ccccc2Cl)CC1,96,96,14,-2.5,0,6,102,1,7
COC(=O)c1ccc(COC(=O)CNC(=O)c2ccc(-c3ccccc3)cc2)cc1,95,102,1,1.7,1,1,102,-15,8
CC1(c2ccccc2)NC(=O)N(CC(=O)Nc2cc3c(cc2Br)OCCO3)C1=O (centres undefined),90,88,5,0.4,0,-10,101,-4,0
O=C(O)C1CC=CCC1C(=O)NCc1ccccc1 (centres undefined),i,99,-7,2.9,4,5,100,1,6
CCN(CC)CCOC(=O)c1ccc(N/C=C(/C#N)c2nc(-c3ccc(OC)c(OC)c3)cs2)cc1,102,90,0,7.4,0,-57,91,-26,0
COc1ccc(S(=O)(=O)N2CCSC2C)cc1C (centres undefined),103,85,-5,1.8,0,nt,100,nt,nt
Cc1ccc(CONC(=O)c2cccc(C)c2)cc1,73,99,6,nt,0,3,89,9,0
CC1CCc2nc3ccc(S(=O)(=O)N4CCC(C(=O)NCc5ccccc5Cl)CC4)cc3c(C(=O)O)c2C1 (centres undefined),117,108,36,-0.3,0,14,104,-3,0
C/C(=N\NC(N)=O)c1ccccc1,88,105,1,1.6,1,2,100,5,6
CCC(=O)NCCN1CCN(C(=O)CC)CC1,109,117,11,0.2,0,-1,103,1,2
N#Cc1c(N2CCOCC2)nc(N2CCCCC2)c2c1CCN(C1CCCCC1)C2,94,91,-3,-4.9,0,14,93,12,8
Cc1ccc2c(c1)c1nnc(SCC(=O)Nc3ccccc3C(F)(F)F)nc1n2CC(=O)O,97,105,0,-0.8,0,10,99,6,-5
O=C(Cn1cc([N+](=O)[O-])ccc1=O)NC1CCCCC1,88,93,4,nt,2,-7,105,-6,-3
O=C(Cc1ccccc1)Nc1nccs1,111,100,6,-0.2,0,4,99,3,11
Cc1ccc(/C=C(\NC(=O)c2ccccc2)C(=O)OCc2ccccc2)cc1,101,92,13,-2.7,0,0,91,8,5
COC(=O)c1[nH]c2ccc(F)cc2c1NS(=O)(=O)c1ccc(OC)cc1,99,103,-1,-1.3,5,1,105,0,0
# Further compounds follow.
SMILES,CR mimetic SO,CIT2-GFP yeast,VLA-4 inh,MEX-5 binding,GRK2 aptamer HTS,BCLXL inh,AGP1 TOR yeast,MCL1-BIM inh,GLD-1 RNA inh
Cn1c2c(c(=O)n(C)c1=O)C(c1cccc([N+](=O)[O-])c1)Nc1ccccc1O2 (centres undefined),96,94,21,1.0,1,4,97,4,4
C=CCNc1nc(NCCO)nc(N2CCCC2)n1,87,106,-9,-1.1,2,4,95,-7,-2
Cc1ccnc2nc(C(=O)NCc3cccs3)nn12,95,106,7,2.3,14,8,113,-1,0
CSc1nsc(SCC(=O)Nc2ccc3c(c2)OCCO3)n1,102,102,0,3.0,0,7,102,10,1
Cc1nc(C)n(CC(=O)N2CCCC(C(=O)c3ccc(C(F)(F)F)cc3)C2)n1 (centres undefined),97,105,8,0.5,12,0,102,4,4
COc1cccc(C2/C(=C(\O)c3ccc(OC)c(OC)c3)C(=O)C(=O)N2c2cc(C)on2)c1 (centres undefined),111,100,1,nt,0,2,95,1,-1
CCOC(=O)N1CCC(NC(=O)CS(=O)(=O)Cc2nc(-c3ccc(C)cc3)oc2C)CC1,92,99,-6,-1.8,0,1,88,0,5
C/C(=N/NC(=O)CN1CCN(S(=O)(=O)c2ccc(Br)cc2)CC1)c1ccncc1,81,96,nt,0.0,0,-3,97,-3,-2
COc1ccc(Cl)cc1N(CC(=O)NCC(C)C)S(=O)(=O)c1ccc(C)c([N+](=O)[O-])c1,107,96,4,-2.1,0,6,94,7,1
Cc1ccc(N=CC=C2OC(C)(C)C(C)(C)O2)c(C)c1,95,90,17,1.8,3,3,105,-2,3
Cc1ccc(C)c(OCC(=O)NCC2COc3ccccc3O2)c1 (centres undefined),98,101,10,nt,0,-5,108,-16,6
Cc1cc(C)cc(NC(=O)Cn2cc3c(n2)CCCCC3)c1,85,98,21,1.8,3,-3,99,-1,1
O=C(O)CCCN1C(=O)C2C3CC(C2C1=O)C1C(c2ccccc2)c2sc(=O)[nH]c2SC31 (centres undefined),83,113,2,-1.1,2,2,102,7,2
CCOC(=O)Cn1c(=O)c(C#N)cn(C(C)C)c1=O,99,nt,-3,1.8,2,3,nt,6,5

# Four successive records out of the list so far:
SMILES,CR mimetic SO,CIT2-GFP yeast,VLA-4 inh,MEX-5 binding,GRK2 aptamer HTS,BCLXL inh,AGP1 TOR yeast,MCL1-BIM inh,GLD-1 RNA inh
C/C(=N/NC(=O)CN1CCN(S(=O)(=O)c2ccc(Br)cc2)CC1)c1ccncc1,81,96,nt,0.0,0,-3,97,-3,-2
COc1ccc(Cl)cc1N(CC(=O)NCC(C)C)S(=O)(=O)c1ccc(C)c([N+](=O)[O-])c1,107,96,4,-2.1,0,6,94,7,1
Cc1ccc(N=CC=C2OC(C)(C)C(C)(C)O2)c(C)c1,95,90,17,1.8,3,3,105,-2,3
Cc1ccc(C)c(OCC(=O)NCC2COc3ccccc3O2)c1 (centres undefined),98,101,10,nt,0,-5,108,-16,6

# Screens deposited in PubChem by several laboratories.
